Bioassay records deposited in PubChem BioAssay by several laboratories.
JMJD2C inh – inhibitors of GASC-1 histone demethylase, primary screen, biochemical, fluorescence, DELFIA europium | GST-JMJD2C(1-420) H3K9me3 demethylation | inhibition, % at 2.35 µM | 0.069% of 330,000 active;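 active = more than half of a compound's replicate wells show inhibition beyond 50%, single wells judged on their own value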;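 note: signal counts dimethyl H3K9 product captured on neutravidin plate; 0% = median of DMSO wells and 100% = 0.3 times that DMSO median; strong numbers were not always called active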
Target sequence (Q9H3R0 1-420 limits assumed): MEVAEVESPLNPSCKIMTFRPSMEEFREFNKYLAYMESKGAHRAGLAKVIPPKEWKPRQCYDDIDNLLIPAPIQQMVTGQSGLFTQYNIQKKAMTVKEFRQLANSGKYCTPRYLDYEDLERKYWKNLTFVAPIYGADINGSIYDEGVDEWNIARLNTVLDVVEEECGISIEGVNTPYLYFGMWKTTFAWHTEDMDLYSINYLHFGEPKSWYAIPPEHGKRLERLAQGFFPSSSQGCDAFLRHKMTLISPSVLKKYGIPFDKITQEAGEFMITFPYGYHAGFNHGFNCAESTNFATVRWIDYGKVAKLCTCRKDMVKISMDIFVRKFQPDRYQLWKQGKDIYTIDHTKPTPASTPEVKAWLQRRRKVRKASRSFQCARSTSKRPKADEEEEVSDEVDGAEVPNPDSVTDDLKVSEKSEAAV
core dimer inh – inhibitors of HCV core protein dimerization, primary screen, biochemical, TR-FRET, high-throughput | 0.33% of 300,000 active | TR-FRET GST/Flag-core106 dimerization, 1536-well | inhibition, % at 5 µM;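 active = inhibition above the mean of all tested compounds plus 3 SD, set per screening campaign, cut at about 45% in these data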
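test system = GST/Flag-tagged HCV core106 proteins | probe or stimulus = Eu donor and XL665 acceptor anti-tag antibodies | times = compound-protein-antibody incubation 4 h at 22.5 °C | signal = TR-FRET, excitation 340 nm, emission 617 and 671 nm | measure = percent inhibition of core106 dimerization signal | controls = wells lacking GST-core106 and wells with excess unlabelled core106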
ZTA DNA inh – ZTA (EBV) inhibition in EBNA-1 counter-screen. AID 2234. inhibition, % at 11 µM. P03206. ZTA-DNA binding, fluorescence polarization. 0.15% of 320,000 active; in the data active = inhibition above about 33%
Target sequence (P03206 whole entry, looked up): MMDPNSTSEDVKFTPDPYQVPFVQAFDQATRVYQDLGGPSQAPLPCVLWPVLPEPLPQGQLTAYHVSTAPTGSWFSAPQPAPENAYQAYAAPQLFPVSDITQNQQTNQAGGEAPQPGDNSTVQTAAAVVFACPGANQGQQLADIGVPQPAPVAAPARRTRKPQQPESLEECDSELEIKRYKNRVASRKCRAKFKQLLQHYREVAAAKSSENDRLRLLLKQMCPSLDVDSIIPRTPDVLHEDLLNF
EBNA-1 inhibitor – EBNA-1 DNA-binding inhibitors, primary screen, biochemical, fluorescence polarization; inhibition, % at 14.8 µM; 0.34% of 300,000 active; AID 1950, 2009; in the data active = inhibition above about 28%
PP1 inh – PP1-alpha phosphatase inhibitors, primary screen, counter-screen for PP5 inhibitor project, biochemical, fluorescence, OMFP substrate, single point | purified PP1alpha | 0.9% of 320,000 active | inhibition, % at 6.7 µM | Serine/threonine-protein phosphatase PP1-alpha catalytic subunit (Homo sapiens), P62136;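 active = inhibition above the mean inhibition of all tested compounds plus 3 SD, computed separately for each screening campaign, cut at about 15% in these data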
Target sequence (P62136 whole entry, looked up): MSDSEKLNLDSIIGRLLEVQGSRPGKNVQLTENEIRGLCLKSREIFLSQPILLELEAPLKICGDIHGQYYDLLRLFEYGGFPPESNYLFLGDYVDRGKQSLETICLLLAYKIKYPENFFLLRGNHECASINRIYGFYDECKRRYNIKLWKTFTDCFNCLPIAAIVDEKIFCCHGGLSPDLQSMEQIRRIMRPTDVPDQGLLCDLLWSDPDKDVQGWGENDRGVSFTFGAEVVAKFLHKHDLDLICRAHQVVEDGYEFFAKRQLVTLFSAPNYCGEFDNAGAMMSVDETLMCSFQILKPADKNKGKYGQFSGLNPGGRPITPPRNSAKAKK
PP5 inh – PP5 phosphatase inhibitors, primary screen, biochemical, fluorescence; purified PP5c, OMFP substrate fluorescence; Serine/threonine-protein phosphatase 5 (Homo sapiens), P53041; 0.18% of 320,000 active; inhibition, % at 6.7 µM; AID 1987, 2009;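 active = inhibition above the campaign's mean inhibition across all tested compounds plus 3 SD, cut at about 9.5% in these data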;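 note: 0% = DMSO only and 100% = 100 µM cantharidin control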
CTSL1 counter – Fasciola hepatica cathepsin L1 inhibitors, primary screen, counter-screen for PFM18AAP inhibitor project, biochemical, QFRET, fluorogenic peptide substrate. recombinant F. hepatica cathepsin L1, Z-Leu-Arg-MCA fluorescence. inhibition, % at 5.96 µM. 0.49% of 300,000 active;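 active = inhibition above the mean of all tested compounds plus 3 SD, set per screening campaign, cut at about 17% in these data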;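 note: 0% = plate median of test compound wells and 100% = 1 µM Z-Phe-Ala-diazomethylketone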
TPT1 inh – Candida albicans TPT1 enzyme inhibitors, primary screen, biochemical, fluorescence polarization. tRNA 2'-phosphotransferase TPT1 (Candida albicans SC5314). recombinant caTPT1, FP RNA substrate dephosphorylation. inhibition, % at 5 µM. 0.81% of 300,000 active;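 active = inhibition above the mean of all tested compounds plus 3 SD, set per screening campaign, cut at about 24% in these data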;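 note: plate controls were DMSO alone for no effect and ferristatin control at 100 nM for full effect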
CR mimetic SO – reduction of superoxide in aged yeast, primary screen, HTS; superoxide response (% of plate mean), % at 10 µM; 0.18% of 330,000 active; S. cerevisiae aged cells, superoxide DHE fluorescence; stronger effect = lower value;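 active = superoxide response under a set limit, about three screen SD below normal, cut at about 65% in these data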;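 note: yeast aged for seven days with compound at 30 °C before DHE staining; 100% = average MFI of all compound-treated wells on the plate with controls excluded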
* marks the source's active call; other numbers are inactive results; nt = no result given; & = joins results of further samples.

#	molecule	EBNA-1 inhibitor	PP5 inh	JMJD2C inh	CR mimetic SO	ZTA DNA inh	PP1 inh	CTSL1 counter	core dimer inh	TPT1 inh
1	CCCCCCCCSc1nnc(-c2ccc(OC)cc2)o1	3	0.0	-2	87	-7	-4	2	4	-6
2	Nc1cc(=O)[nH]c(SCC(=O)N2N=C(c3ccc4ccccc4c3)CC2c2ccccc2)n1 (stereo not drawn)	10	-2.7	-6	94	4	21*	0	23	4
3	COC(=O)C1=C(C)Nc2nc(SCc3ccccc3)[nH]c(=O)c2C1c1cccs1 (stereo not drawn)	-3	2.6	-2	119	-2	11	1	28	0
4	CCOC(=O)c1sc(NC(=O)c2ccncc2)c(C#N)c1C	-1	2.5	6	94	-3	0	19*	-12	-3
5	COc1cc(CCN2C(=O)c3cccc4cccc(c34)C2=O)c(S(=O)(=O)N2CCCCCC2)cc1OC	-2	3.1	11	103	-12	1	3	8	0
6	Cc1cc(C)cc(N(CC(=O)NCC2CCCO2)C(=O)CN2C(=O)COc3ccccc32)c1 (stereo not drawn)	13	0.8	-2	97	0	-7	-5	1	2
7	COc1ccc(S(=O)(=O)N2CCOCC2)cc1NC(=O)c1cccs1	nt	1.5	3	108	-6	-3	nt	nt	nt
8	CC1CCN(CCCCOc2ccc(C(C)(C)C)cc2)CC1	8	-2.2	-5	94	9	1	0	0	4
9	O=C(c1ccco1)N1CCN(C(=O)C2CCCO2)CC1 (stereo not drawn)	-6	1.9	6	111	2	2	4	7	-2
10	COc1ccc(Cc2nnc(NC(=O)C(C)(C)C)s2)cc1	2	0.5	2	91	7	-3	-1	0	2
11	CN(C)S(=O)(=O)c1ccc(NC(=O)Cc2ccc(S(=O)(=O)N3CCOCC3)s2)cc1	-8	2.6	8	129	-20	0	-5	49*	2
12	CCCCNC(=O)[C@H](CSCc1ccccc1)N1Cc2ccccc2C1=O	9	1.1	37	91	12	-1	1	-3	-3
13	O=C(N=C1SC2CS(=O)(=O)CC2N1CCc1ccccc1)C1CCCCC1 (stereo not drawn)	14	-0.8	-6	112	7	3	1	6	-2
14	Cc1ccccc1CNC(=O)C(=O)NCCC1CCCCN1S(=O)(=O)c1ccccc1 (stereo not drawn)	7	0.1	-1	81	0	-2	-18	2	1
15	Fc1ccc(CNc2nc(-c3cccnc3)nc3ccccc23)cc1	-13	4.1	-9	94	-3	1	0	0	4
16	Cc1[nH]c(=O)c(C#N)c(C)c1Cc1ccc(Cl)cc1Cl	6	5.4	9	89	-2	-2	3	11	3
17	COC(=O)COn1c(SCC(=O)OC)nc2ccccc2c1=O	6	-1.5	32	92	5	-3	5	-2	3
18	COC(=O)C1=C(C)n2nnnc2NC1c1ccc(Cl)cc1 (stereo not drawn)	-9	1.9	4	105	21	3	1	-5	-1
19	Clc1cccc2c3c([nH]c12)CCNC3	0	1.0	2	100	1	-5	-2	-1	3
20	O=C(Cc1ccccc1)N[C@H](c1ccccc1)P(=O)(O)CO	4	-0.6	-3	105	7	1	0	-7	-2
21	CC1CC(CCN)(c2ccccc2)C(C)CN1C (stereo not drawn)	5	-3.5	4	97	4	-2	-1	0	3
22	CCN1CCN(Cc2ccc(NC(=O)c3cc(NC(=O)c4cc5cccc(OC)c5o4)cc(OC)c3)cc2C(F)(F)F)CC1	6	1.6	-6	101	37*	7	-1	0	1
23	CCOP(=O)(OCC)C(Nc1cc(Cl)cc(Cl)c1)c1cccc(O)c1 (stereo not drawn)	9	2.4	9	110	-6	2	3	-3	-1
24	Cc1ccnc(NC(=O)c2cc([N+](=O)[O-])cc([N+](=O)[O-])c2)c1	1	-3.3	1	88	11	-6	-2	6	0
25	O=C(OCc1c(-c2ccccc2)ncc2ccccc12)c1ccc(Cl)cc1Cl	nt	4.4	-1	95	-2	0	nt	nt	nt
26	Cc1cccc(OCc2nnc(SCC(=O)N3CCCC3)n2C)c1	-5	-0.7	-4	79	10	-2	2	1	-3
27	COC(=O)c1c(NC(=O)CSc2nnc(-c3ccco3)n2Cc2ccccc2)sc(C)c1C	2	7.1	2	97	-16	13	2	4	1
28	O=C(O)c1ccc2c(c1)N(Cc1ccccc1F)C(=O)c1ccccc1S2=O (stereo not drawn)	15	0.8	6	83	5	-4	-1	1	-4
29	Cc1cc(-c2ccc(C)c(S(=O)(=O)N3CC(=O)Nc4ccccc43)c2)on1	-5	3.1	-2	107	-4	0	1	5	-1
30	CCCNC(=S)Nc1cc2oc3ccccc3c2cc1OC	-18	5.3	11	103	-14	1	-1	5	2
31	O=C1NCCN1C(=O)N(c1ccccc1)c1ccccc1	-9	-1.0	-4	103	-2	-1	-4	2	-2
32	CCn1c(=O)cc(OCC(=O)NC(C)c2ccc3c(c2)OCCO3)c2ccccc21 (stereo not drawn)	-7	-0.8	-17	100	-7	-1	-2	-5	-3
33	Fc1ccccc1C(c1nnnn1Cc1ccc2c(c1)OCO2)N1CCN(Cc2ccccc2)CC1 (stereo not drawn)	0	2.0	-20&-4	110	-2	-1	3	9	-1
34	CS(=O)(=O)N1CCc2cc(C(=O)Nc3ccccc3)ccc21	8	1.7	-4	98	14	-1	-3	-1	3
35	CCOC(=O)C(Sc1n[nH]c(N)n1)c1ccccc1 (stereo not drawn)	15	0.6	2	93	0	8	-4	-1	-1
36	O=c1cc(NCc2ccccc2)nc2n1CCCS2	7	1.6	16	122	0	3	1	2	-4
37	Cc1ccc(C(=O)CS(C)(=O)=O)cc1	5	-1.3	2	109	11	-5	0	0	-7
38	Cc1c(NC(=O)C(C)Sc2nc3ccccc3c(=O)n2CCO)c(=O)n(-c2ccccc2)n1C (stereo not drawn)	3	-0.4	14	112	7	1	1	-2	-2
39	CCCOC(=O)c1c(-c2ccc(OC)cc2)oc2ccc(-c3ccc(OC)nc3)cc12	6	-0.4	6	103	-14	5	-2	-4	-1
40	CCOc1ccc(C(=O)CSCC(=O)O)cc1	-10	-1.1	-1	96	-14	2	-3	0	-1

The final two entries of the section above open the next one.
#	molecule	EBNA-1 inhibitor	PP5 inh	JMJD2C inh	CR mimetic SO	ZTA DNA inh	PP1 inh	CTSL1 counter	core dimer inh	TPT1 inh
39	CCCOC(=O)c1c(-c2ccc(OC)cc2)oc2ccc(-c3ccc(OC)nc3)cc12	6	-0.4	6	103	-14	5	-2	-4	-1
40	CCOc1ccc(C(=O)CSCC(=O)O)cc1	-10	-1.1	-1	96	-14	2	-3	0	-1
41	CC1CCCC(C)N1CCCNC(=O)c1ccc2nc(N3CCOCC3)sc2c1 (stereo not drawn)	4	1.7	8	204	7	0	3	-9	1
42	COc1ccc(-n2nnnc2SCC(=O)Nc2ccccc2N2CCOCC2)cc1	7	4.4	15	89	-8	3	-2	-1	-5
43	Cc1ccc(C(=O)N/C(=C/c2ccco2)C(=O)NCc2ccco2)cc1	-6	-1.5	-6	131	2	0	6	-7	4
44	COc1ccc(N2CCN(C(=O)Nc3ccc(S(=O)(=O)N(C)C)cc3)CC2)cc1	-8	4.7	0	99	7	0	-2	-7	-5
45	CN(CC(=O)NCCCc1ccccc1)S(=O)(=O)c1ccc(Br)cc1	-2	-0.9	3	97	-5	-2	0	4	2
46	O=C(NCc1ccccn1)Nc1cccc(NC(=O)NCc2ccccn2)c1	7	1.9	-1	89	-2	-1	1	-1	-2
47	CCCCN(C)C(=O)c1nc2ccccn2c1CNCCCn1nnc2ccccc21	-5	-0.5	8	102	4	1	2	-1	0
48	COc1ccccc1N=C(C)C1=C(O)CC(c2ccccc2)CC1=O (stereo not drawn)	0	-2.0	4	89	7	-4	2	4	3
49	O=C(CN1CCN(Cc2ccc(F)cc2Cl)C1=O)NCCc1ccc(Cl)cc1	14	-0.1	4	94	25	-1	-2	0	-4
50	O=C(O)c1ccccc1OCc1ccccc1Br	-6	-3.0	30	131	4	-6	-2	1	0
51	O=C1CC2CS(=O)(=O)CC2N1c1ccc(Cl)cc1Cl (stereo not drawn)	-1	-2.0	-2	94	9	-1	-1	-9	-7
52	CC1CN(S(=O)(=O)c2ccc(C(=O)NCCCn3ccnc3)cc2)CC(C)O1 (stereo not drawn)	0	1.7	50	93	-1	-1	-1	1	-11
53	COc1ccc(S(=O)(=O)NCCCCNS(=O)(=O)c2ccc(OC)cc2)cc1	-14	2.7	-4	109	-14	-5	-1	-1	-3
54	Cc1ccc2c(c1)N(CCC(=O)NCc1ccc3c(c1)OCO3)C(=O)CO2	-5	0.9	2	90	-4	-4	1	-2	-4
55	CC(=O)Nc1cc2c3c(c1)CC(=O)N3CCC2	-6	0.1	-10	123	-8	-1	9	4	0
56	O=c1[nH]c(CSc2nc(-c3ccc(F)cc3)cs2)nc2ccccc12	3	2.7	4	105	-2	1	0	-5	3
57	O=C(O)c1ccccc1C(=O)NNc1ccc(F)cc1	-5	-1.4	9	85	-6	-3	1	-5	-2
58	CSc1nc2nccc(/C=C\c3ccccc3)n2n1	-13	3.4	4	125	-14	-4	-1	4	0
59	Clc1ccc(Cl)c(-c2nn3c(Cn4cnc5ccccc54)nnc3s2)c1	1	2.3	-1	94	0	-2	1	16	2
60	Cc1noc(C(F)(F)F)c1C(=O)NNC(=O)c1cccc(C(F)(F)F)c1	-5	3.7	18	93	-20	-6	0	1	2
61	Cc1cc(C)c2c(-n3cccc3)c(C(=O)NNS(=O)(=O)c3ccccc3)sc2n1	2	2.2	4	106	2	-5	-6	-2	-1
62	Cc1cccc(NC(=O)NNC(=O)c2sccc2-n2cccc2)c1	-8	0.4	-4	80	-5	0	0	-2	-2
63	CCCC[C@H]1COCCS(=O)(=O)N1Cc1ccccc1F	10	3.2	-5	108	8	2	-3	-11	-2
64	Cc1ccc(N2CN=c3s/c(=C\c4cccnc4)c(=O)n3C2)cc1	5	-0.5	-6	98	-11	3	-2	-2	1
65	CCOc1ccccc1NC(=O)CN1CCC(NC(=O)c2ccccc2)CC1	5	-0.5	13	91	7	-2	-1	-1	0
66	CCC1(c2ccc(F)cc2)NC(=O)N(CC(=O)N2CCN(S(=O)(=O)c3ccc(C)cc3)CC2)C1=O (stereo not drawn)	-1	1.1	-4	111	7	-4	-2	2	1
67	Cc1noc2ncnc(N3CCN(c4cccc(Cl)c4)CC3)c12	10	0.3	-1	92	11	0	-1	3	0
68	CC(=O)NC12CC3CC(C1)CC(C(=O)Nc1nc4ccc(S(C)(=O)=O)cc4s1)(C3)C2	-5	0.7	3	123	0	2	0	1	-3
69	COCCn1c(N)c(C(=O)OCc2ccccc2)c2nc3ccccc3nc21	-1	7.2	-11	105	-12	1	7	0	2
70	C=CCn1c(SCc2ccc3nonc3c2)nnc1-c1cccs1	8	-0.4	-1	103	10	0	-10	14	-1
71	O=C(O)c1ccc(-c2noc(-c3ccccc3C(F)(F)F)n2)cc1	11	2.1	-6	127	-1	1	1	-1	0
72	Nc1cc(=O)[nH]c(SCc2nc3ccccc3n2Cc2ccccc2)n1	3	3.9	1	104	-9	1	-2	6	2

Arranged by value in EBNA-1 inhibitor (rising): some entries from above
nr	SMILES	EBNA-1 inhibitor
44	COc1ccc(N2CCN(C(=O)Nc3ccc(S(=O)(=O)N(C)C)cc3)CC2)cc1	-8
56	O=c1[nH]c(CSc2nc(-c3ccc(F)cc3)cs2)nc2ccccc12	3
37	Cc1ccc(C(=O)CS(C)(=O)=O)cc1	5
